HRas wt GTP = human HRas wildtype GTP binding, change in either direction. GST-Ras wt beads, Bodipy-FL-GTP binding, flow cytometry; actives lie on both sides. actives 0.14% (n = 190,000). P01112. GTP binding activity, % at 10 µM;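 active = GTP binding activity at least 20% away from the 100% baseline, either lowered as inhibitor or raised as activator; inconclusive = flagged as likely green fluorescent, judged across all proteins in the well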;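 note: 0% = unlabeled GTP competition control and 100% = no-compound control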
Target sequence (P01112 whole entry, looked up): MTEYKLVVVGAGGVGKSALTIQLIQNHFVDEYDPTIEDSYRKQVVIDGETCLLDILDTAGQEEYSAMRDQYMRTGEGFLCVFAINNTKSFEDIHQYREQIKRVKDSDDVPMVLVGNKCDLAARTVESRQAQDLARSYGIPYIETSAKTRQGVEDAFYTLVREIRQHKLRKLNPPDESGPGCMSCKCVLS
Bim-Bcl-2 = human Bim-Bcl-2 interaction inhibition; Bead-based flow cytometry, Bim peptide-Bcl-2 binding; inhibition, % at 10 µM; actives 0.06% (n = 190,000); in the data active = inhibition above about 40%; inconclusive = no clear call, values can overlap the other calls;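 note: 0% = no compound wells with probe peptide and 100% = reference peptide inhibitor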
Rac1 mut GTP = alters GTP binding to activated mutant human Rac1; P63000; GST-Rac1 activated beads, fluorescent GTP binding, flow cytometry; actives lie on both sides; 100% means binding = to untreated wells; percent activity (GTP binding), % at 10 µM; actives 0.11% (n = 190,000); AID 764;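 active = GTP binding at least 20 percentage points away from the 100% baseline, in either direction, so actives lie on both sides; inconclusive = Compound likely fluorescent itself, or too few beads counted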
Bim-Bcl-XL = inhibitors of Bim-Bcl-XL interaction, human | Q07817 | Bim peptide-Bcl-XL binding, bead flow cytometry, fluorescence | inhibition, % at 10 µM | actives 0.04% (n = 190,000)
Target sequence (Q07817 whole entry, looked up): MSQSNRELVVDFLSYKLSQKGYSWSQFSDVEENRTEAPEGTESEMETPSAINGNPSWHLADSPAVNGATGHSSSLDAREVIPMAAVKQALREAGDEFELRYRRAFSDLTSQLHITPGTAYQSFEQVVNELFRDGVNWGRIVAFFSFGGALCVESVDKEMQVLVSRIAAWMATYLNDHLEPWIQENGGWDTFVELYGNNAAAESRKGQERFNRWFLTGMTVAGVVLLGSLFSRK
Bim-Bcl-B = disrupts Bim peptide binding to human Bcl-B; Q9HD36; bead-based flow cytometry; inhibition, % at 10 µM; actives 0.073% (n = 190,000); AID 951;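 note: 0% = tracer peptide without compound and 100% = reference inhibitor peptide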
Target sequence (Q9HD36 whole entry, looked up): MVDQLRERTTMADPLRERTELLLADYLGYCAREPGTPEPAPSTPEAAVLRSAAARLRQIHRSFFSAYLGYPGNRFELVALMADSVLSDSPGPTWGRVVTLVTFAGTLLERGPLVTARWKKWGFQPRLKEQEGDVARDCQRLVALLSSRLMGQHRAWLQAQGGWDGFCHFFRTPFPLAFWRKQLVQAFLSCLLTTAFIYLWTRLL
Rab2 wt GTP = changes GTP binding to wildtype dog Rab2A, up or down. AID 760. GTP binding activity, % at 10 µM. P61105. actives 0.19% (n = 190,000). GST-Rab2 wt beads, Bodipy-GTP binding, flow cytometry;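 active = GTP binding activity at least 20 points away from 100%, either lowered or raised; inconclusive = signal likely due to the compound's own green fluorescence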;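 note: 0% = beads with excess unlabeled GTP and 100% = no-compound control corrected for plate trend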
Bfl-1 Bim block = human Bim-Bfl-1 interaction inhibition | Bead-based flow cytometry, Bim-Bfl-1 binding inhibition | Q16548 | inhibition, % at 10 µM | actives 0.12% (n = 190,000) | AID 1008;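 note: 0% = wells without compound plus tracer and 100% = blocker peptide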
Rab7 wt GTP bind = dog Rab7 wildtype GTP binding, inhibitors and activators; GST-Rab7 beads, fluorescent GTP binding, flow cytometry; actives lie on both sides; untreated = 100%, excess cold GTP = 0%; GTP binding activity (percent of control), % at 10 µM; actives 0.055% (n = 190,000);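 active = fluorescent GTP binding to Rab7 beads changed by at least 20 points from the 100% baseline, either direction, mostly lower; inconclusive = compound itself probably fluorescent, or too few beads counted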;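 note: median green fluorescence of bound Bodipy-FL-GTP per Rab7 bead population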
Bim-Bcl-W = inhibitors of Bim-Bcl-W interaction, human. Q92843. bead-based flow cytometry, Bim peptide-Bcl-W binding. inhibition, % at 10 µM. actives 0.02% (n = 190,000);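 note: 0% = bound tracer without compound and 100% = peptide blocker; higher means less fluorescent Bim peptide bound to Bcl-W beads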
Target sequence (Q92843 whole entry, looked up): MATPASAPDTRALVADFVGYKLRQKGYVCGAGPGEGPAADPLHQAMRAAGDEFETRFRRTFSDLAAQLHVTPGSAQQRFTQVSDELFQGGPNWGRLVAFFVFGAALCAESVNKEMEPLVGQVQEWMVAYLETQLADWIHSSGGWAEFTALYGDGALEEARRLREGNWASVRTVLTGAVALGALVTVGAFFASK
Rac1 wt modul = modulators of human Rac1 wildtype GTP binding. GST-Rac1 beads, fluorescent GTP binding, flow cytometry; actives lie on both sides; 0 = cold GTP competed, 100 = untreated. actives 0.27% (n = 190,000). P63000. GTP binding activity (% of control), % at 10 µM;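 active = GTP binding activity at least 20 points away from the 100% control level, either lower or higher; inconclusive = compound flagged as likely green fluorescent, judged across all proteins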
Cdc42 wt GTP = human Cdc42 wildtype GTP binding change, either direction; P60953; GST-Cdc42 beads, Bodipy-GTP binding, flow cytometry; actives lie on both sides; percent activity (GTP binding), % at 10 µM; actives 0.2% (n = 190,000);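 active = percent activity GTP binding at least 20 points away from the 100% baseline, either down as inhibitor or up as activator; inconclusive = compound flagged as likely green fluorescent from well-wide comparison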;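 note: median bead fluorescence of bound Bodipy-FL-GTP at 100 nM; 0% = excess unlabeled GTP control and 100% = no compound control; below 100% means less GTP binding so inhibitor and above means activator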
Target sequence (P60953 whole entry, looked up): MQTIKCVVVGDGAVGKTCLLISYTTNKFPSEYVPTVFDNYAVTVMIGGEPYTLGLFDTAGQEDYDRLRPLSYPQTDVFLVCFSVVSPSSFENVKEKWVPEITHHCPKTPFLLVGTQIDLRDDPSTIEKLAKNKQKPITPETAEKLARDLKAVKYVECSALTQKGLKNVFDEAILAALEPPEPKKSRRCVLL
* hit, by the source's call. Cut-off read from the data, not from the text of the source, unless noted: active = inhibition above about 40%.

For CSCCC1NC2(C(=O)Nc3c(C)cc(Cl)cc32)[C@@H]2C(=O)N(C3CCCC3)C(=O)[C@H]12 (stereo not given in full) the results were HRas wt GTP 98, Bim-Bcl-2 -8, Rac1 mut GTP 94, Bim-Bcl-XL 1, Bim-Bcl-B -8, Rab2 wt GTP 96, Bfl-1 Bim block -11, Rab7 wt GTP bind 97, Bim-Bcl-W -3, Rac1 wt modul 97 and Cdc42 wt GTP 95.
For O=C(CN1C(=O)CC(c2ccco2)Sc2ccccc21)NCc1ccc2c(c1)OCO2 (stereo not given) the results were HRas wt GTP 101, Bim-Bcl-2 -6, Rac1 mut GTP 100, Bim-Bcl-XL 0, Bim-Bcl-B 0, Rab2 wt GTP 99, Bfl-1 Bim block 0, Rab7 wt GTP bind 99, Bim-Bcl-W -1, Rac1 wt modul 100 and Cdc42 wt GTP 102.
O=C(CN1CCN(Cc2ccccc2)C1=O)NCc1ccc(Cl)cc1 was read as HRas wt GTP 99, Bim-Bcl-2 -5, Rac1 mut GTP 96, Bim-Bcl-XL -1, Bim-Bcl-B -7, Rab2 wt GTP 97, Bfl-1 Bim block -6, Rab7 wt GTP bind 100, Bim-Bcl-W 1, Rac1 wt modul 107 and Cdc42 wt GTP 103.
Screening O=C(CCn1c(=O)c2sccc2n(CC(=O)OCc2ccccc2)c1=O)NCc1ccccc1 returned HRas wt GTP 102, Bim-Bcl-2 -7, Rac1 mut GTP 100, Bim-Bcl-XL 0, Bim-Bcl-B -4, Rab2 wt GTP 99, Bfl-1 Bim block -12, Rab7 wt GTP bind 98, Bim-Bcl-W 3, Rac1 wt modul 103 and Cdc42 wt GTP 101.
`Cc1ccc(C(=O)CC2C(=O)N(c3ccccc3)C(=S)N2c2ccccc2)cc1` (stereo not given) gave HRas wt GTP 101, Bim-Bcl-2 -7, Rac1 mut GTP 99, Bim-Bcl-XL -13, Bim-Bcl-B -10, Rab2 wt GTP 100, Bfl-1 Bim block -3, Rab7 wt GTP bind 96, Bim-Bcl-W -3, Rac1 wt modul 106 and Cdc42 wt GTP 101.
CC1CCN(c2nc3nonc3nc2Nc2ccc(F)cc2)CC1 was read as HRas wt GTP 97, Bim-Bcl-2 0, Rac1 mut GTP 94, Bim-Bcl-XL -1, Bim-Bcl-B 0, Rab2 wt GTP 97, Bfl-1 Bim block -3, Rab7 wt GTP bind 96, Bim-Bcl-W 1, Rac1 wt modul 97 and Cdc42 wt GTP 96.
`CCCN1C(=O)c2cc(C(=O)NCCc3cccc(C)c3)ccc2C1O` (stereo not given) gave HRas wt GTP 103, Bim-Bcl-2 -5, Rac1 mut GTP 100, Bim-Bcl-XL 0, Bim-Bcl-B -5, Rab2 wt GTP 105, Bfl-1 Bim block -8, Rab7 wt GTP bind 103, Bim-Bcl-W 2, Rac1 wt modul 106 and Cdc42 wt GTP 104.
For Cc1cc(NC(=O)c2ccoc2C)no1 the results were HRas wt GTP 102, Bim-Bcl-2 4, Rac1 mut GTP 98, Bim-Bcl-XL -3, Bim-Bcl-B -5, Rab2 wt GTP 99, Bfl-1 Bim block 3, Rab7 wt GTP bind 103, Bim-Bcl-W 0, Rac1 wt modul 107 and Cdc42 wt GTP 100.
N#CCc1nn(-c2ccc(F)cc2)c(N)c1C#N was read as HRas wt GTP inconclusive, Bim-Bcl-2 5, Rac1 mut GTP inconclusive, Bim-Bcl-XL 9, Bim-Bcl-B 4, Rab2 wt GTP inconclusive, Bfl-1 Bim block 0, Rab7 wt GTP bind inconclusive, Bim-Bcl-W 8, Rac1 wt modul inconclusive and Cdc42 wt GTP inconclusive.
CCOC(=O)C1(CCc2ccccc2)CCN(C(=O)c2ccoc2)CC1 was read as HRas wt GTP 97, Bim-Bcl-2 -3, Rac1 mut GTP 93, Bim-Bcl-XL -2, Bim-Bcl-B -1, Rab2 wt GTP 96, Bfl-1 Bim block -6, Rab7 wt GTP bind 105, Bim-Bcl-W 0, Rac1 wt modul 99 and Cdc42 wt GTP 98.
Screening Cc1cccc(Nc2nnc(SCC(=O)NCc3cccs3)s2)c1C returned HRas wt GTP 101, Bim-Bcl-2 -4, Rac1 mut GTP 99, Bim-Bcl-XL -4, Bim-Bcl-B -2, Rab2 wt GTP 103, Bfl-1 Bim block -2, Rab7 wt GTP bind 102, Bim-Bcl-W -2, Rac1 wt modul 101 and Cdc42 wt GTP 100.
Screening CC(OC(=O)CCN1C(=O)c2cccc([N+](=O)[O-])c2C1=O)C(=O)Nc1cc(Cl)cc(Cl)c1 (stereo not given) returned HRas wt GTP 98, Bim-Bcl-2 -4, Rac1 mut GTP 99, Bim-Bcl-XL -7, Bim-Bcl-B -6, Rab2 wt GTP 97, Bfl-1 Bim block -3, Rab7 wt GTP bind 98, Bim-Bcl-W -4, Rac1 wt modul 101 and Cdc42 wt GTP 102.
For COc1cc(OC)cc(C(=O)NCCCN2CCOCC2)c1 the results were HRas wt GTP 102, Bim-Bcl-2 -5, Rac1 mut GTP 96, Bim-Bcl-XL -5, Bim-Bcl-B -4, Rab2 wt GTP 100, Bfl-1 Bim block -6, Rab7 wt GTP bind 100, Bim-Bcl-W -6, Rac1 wt modul 101 and Cdc42 wt GTP 102.
Screening Cn1nc(CC(=O)Nc2cccc3ncccc23)c2ccccc2c1=O returned HRas wt GTP 98, Bim-Bcl-2 -7, Rac1 mut GTP 98, Bim-Bcl-XL -5, Bim-Bcl-B -4, Rab2 wt GTP 99, Bfl-1 Bim block -9, Rab7 wt GTP bind 98, Bim-Bcl-W 0, Rac1 wt modul 103 and Cdc42 wt GTP 100.
`COc1ccnc(NCc2cccc(C(F)(F)F)c2)c1C#N` gave HRas wt GTP 104, Bim-Bcl-2 -2, Rac1 mut GTP 101, Bim-Bcl-XL -4, Bim-Bcl-B -8, Rab2 wt GTP 103, Bfl-1 Bim block -4, Rab7 wt GTP bind 101, Bim-Bcl-W -3, Rac1 wt modul 102 and Cdc42 wt GTP 103.
For CSCC[C@H](NC(=O)NCCc1ccc(F)cc1)C(=O)O the results were HRas wt GTP 104, Bim-Bcl-2 inconclusive, Rac1 mut GTP 100, Rab2 wt GTP 102, Rab7 wt GTP bind 99, Rac1 wt modul 99 and Cdc42 wt GTP 104.
`C=CCNc1ccc(F)c(F)c1N1CCCCCC1=O` gave HRas wt GTP 103, Bim-Bcl-2 -5, Rac1 mut GTP 101, Bim-Bcl-XL -6, Bim-Bcl-B -8, Rab2 wt GTP 101, Bfl-1 Bim block -14, Rab7 wt GTP bind 104, Bim-Bcl-W 1, Rac1 wt modul 108 and Cdc42 wt GTP 105.
CC(C)(C)NC(=O)C(c1ccncc1)N(Cc1cccs1)C(=O)Cn1nnc(-c2ccc(F)cc2)n1 (stereo not given) was read as HRas wt GTP 99, Bim-Bcl-2 3, Rac1 mut GTP 98, Bim-Bcl-XL -2, Bim-Bcl-B -2, Rab2 wt GTP 99, Bfl-1 Bim block 1, Rab7 wt GTP bind 99, Bim-Bcl-W 0, Rac1 wt modul 107 and Cdc42 wt GTP 102.
`c1ccc(-c2ccc(-c3nc(-c4cccnc4)no3)cc2)cc1` gave HRas wt GTP 97, Bim-Bcl-2 -1, Rac1 mut GTP 97, Bim-Bcl-XL -4, Bim-Bcl-B 0, Rab2 wt GTP 100, Bfl-1 Bim block -3, Rab7 wt GTP bind 100, Bim-Bcl-W -1, Rac1 wt modul 99 and Cdc42 wt GTP 96.
`CCOc1cc(S(=O)(=O)N2CCC(C(N)=O)CC2)ccc1F` gave HRas wt GTP 103, Bim-Bcl-2 -3, Rac1 mut GTP 101, Bim-Bcl-XL 2, Bim-Bcl-B -6, Rab2 wt GTP 102, Bfl-1 Bim block -8, Rab7 wt GTP bind 104, Bim-Bcl-W 1, Rac1 wt modul 109 and Cdc42 wt GTP 102.
For O=C(c1cc(-c2ccncc2)nc2ccc(Cl)cc12)N1CCN(C(=O)C2CCCO2)CC1 (stereo not given) the results were HRas wt GTP 98, Bim-Bcl-2 -11, Rac1 mut GTP 98, Bim-Bcl-XL -8, Bim-Bcl-B -5, Rab2 wt GTP 99, Bfl-1 Bim block -17, Rab7 wt GTP bind 98, Bim-Bcl-W -1, Rac1 wt modul 103 and Cdc42 wt GTP 101.
For CN(C)S(=O)(=O)c1ccc(C(=O)NCc2ccccc2)cc1 the results were HRas wt GTP 101, Bim-Bcl-2 1, Rac1 mut GTP 100, Bim-Bcl-XL -4, Bim-Bcl-B -2, Rab2 wt GTP 98, Bfl-1 Bim block 0, Rab7 wt GTP bind 97, Bim-Bcl-W 2, Rac1 wt modul 101 and Cdc42 wt GTP 103.
For CCOC(=O)c1sc(N=NC2=C(O)CC(C)(C)CC2=O)c(C(=O)OCC)c1C the results were HRas wt GTP 96, Bim-Bcl-2 0, Rac1 mut GTP 98, Bim-Bcl-XL -3, Bim-Bcl-B -2, Rab2 wt GTP 99, Bfl-1 Bim block -6, Rab7 wt GTP bind 96, Bim-Bcl-W 0, Rac1 wt modul 97 and Cdc42 wt GTP 97.
`O=C(O)CSC1CC(=O)N(c2cccc(Cl)c2)C1=O` (stereo not given) gave HRas wt GTP 99, Bim-Bcl-2 8, Rac1 mut GTP 101, Bim-Bcl-XL -2, Bim-Bcl-B -5, Rab2 wt GTP 100, Bfl-1 Bim block -2, Rab7 wt GTP bind 103, Bim-Bcl-W -2, Rac1 wt modul 105 and Cdc42 wt GTP 102.
Screening O=C(c1ccco1)N1CCN(C(=O)N2CCOCC2)CC1 returned HRas wt GTP 102, Bim-Bcl-2 -9, Rac1 mut GTP 100, Bim-Bcl-XL -8, Bim-Bcl-B -9, Rab2 wt GTP 102, Bfl-1 Bim block -18, Rab7 wt GTP bind 99, Bim-Bcl-W -5, Rac1 wt modul 110 and Cdc42 wt GTP 104.
For O=C(O)CCC(=O)Nc1sc2c(c1C(=O)Nc1cccc3ccccc13)CCCCC2 the results were HRas wt GTP 96, Bim-Bcl-2 -1, Rac1 mut GTP 98, Bim-Bcl-XL -8, Bim-Bcl-B -5, Rab2 wt GTP 94, Bfl-1 Bim block 1, Rab7 wt GTP bind 101, Bim-Bcl-W -1, Rac1 wt modul 98 and Cdc42 wt GTP 97.
CCOc1ccccc1NC(=O)NC1CC2CCCC(C1)N2Cc1nnnn1CCc1ccccc1 (stereo not given) was read as HRas wt GTP 100, Bim-Bcl-2 -2, Rac1 mut GTP 98, Bim-Bcl-XL -18, Bim-Bcl-B -6, Rab2 wt GTP 100, Bfl-1 Bim block -9, Rab7 wt GTP bind 98, Bim-Bcl-W 0, Rac1 wt modul 101 and Cdc42 wt GTP 100.
For Cc1nn(-c2ccccc2)c(C)c1C(=O)NCc1ccc(F)cc1 the results were HRas wt GTP 99, Bim-Bcl-2 -6, Rac1 mut GTP 99, Bim-Bcl-XL -17, Bim-Bcl-B -16, Rab2 wt GTP 97, Bfl-1 Bim block -7, Rab7 wt GTP bind 103, Bim-Bcl-W -14, Rac1 wt modul 106 and Cdc42 wt GTP 100.
For CCOC(=O)Cn1c(CN2CCc3ccccc3C2)nc2c1c(=O)n(C)c(=O)n2C the results were HRas wt GTP 98, Bim-Bcl-2 -6, Rac1 mut GTP 99, Bim-Bcl-XL -8, Bim-Bcl-B -11, Rab2 wt GTP 101, Bfl-1 Bim block -11, Rab7 wt GTP bind 97, Bim-Bcl-W -5, Rac1 wt modul 102 and Cdc42 wt GTP 101.
